Screening results: PubChem BioAssay, National Center for Advancing Translational Sciences (NCATS)
S3 lipid droplet: qHTS Assay for Lipid Storage Modulators in Drosophila S3 Cells; Drosophila S3 cells, BODIPY lipid droplet fluorescence, 18-24 h; cells fed with added oleic acid; 320,000 tested, 0.64% active; AID 2685; Potency in µM for hits, for the others lipid storage change, negative = inhibition, % at the top dose, mostly 46.1 µM; active = well fitted inhibition curve with a large enough effect in the signal ratio, with a control signal flat, not every such curve was filed as active; inconclusive = small, poorly fitted or top-dose-only effect, or effect the other way, or a change in a side signal; the % refers to the signal ratio
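Drosophila S3 cells loaded with oleic acid (400 uM, as added) and compounds at several concentrations; lipid droplets imaged by 488-nm laser-scanning cytometry, 500–530 nm intensity and object ratio to cell channel. Percent activity normalized to 20 uM Triacsin C.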
S3 lipid droplet cell count max: also measured in S3 lipid droplet; calls as there; cell number change, %; measured here: cell count max response;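 cells counted by Cell Tracker Red CMTPX staining in the red channel; peak over a dose series mostly up to 46.1 µM; percent activity relative to internal control wells on each plate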
Active calls of the source: *; i = inactive; ? = inconclusive; · = not tested or not shown; [ ] = dose if it differs, or a comment. % is scaled to controls: 0 for no effect and ±100 for the full control effect; potency is read from the fitted curve at half-maximal effect.

Sample of the layout (three entries):
mol,S3 lipid droplet,S3 lipid droplet cell count max
Cc1cccc(N/C=C(\[N+](=O)[O-])S(=O)(=O)c2ccccc2)c1C,?,·
Cc1ccc(C)c(OCc2ccc(C(=O)Nc3ccc([N+](=O)[O-])cn3)o2)c1,?,·
COc1cc(/C=C(\NC(=O)c2ccccc2)C(=O)NCCO)c([N+](=O)[O-])cc1OC,5%,8

Main list, from the start:
mol,S3 lipid droplet,S3 lipid droplet cell count max
Cc1cccc(N/C=C(\[N+](=O)[O-])S(=O)(=O)c2ccccc2)c1C,?,·
Cc1ccc(C)c(OCc2ccc(C(=O)Nc3ccc([N+](=O)[O-])cn3)o2)c1,?,·
COc1cc(/C=C(\NC(=O)c2ccccc2)C(=O)NCCO)c([N+](=O)[O-])cc1OC,5%,8
Oc1cc(Nc2ccccc2)cc2cccnc12,8%,1
CCOC(=O)CSc1ccc2nnc(-c3ccccc3)n2n1,-3%,-123
CC(/C=C/c1ccc(N(C)C)cc1)=N/N=C1/NC(=O)CC(C(=O)Nc2ccc(Cl)cc2)S1 (stereo unspecified),?,·
COc1cc(C(=O)NC2CCCc3ccccc32)ccc1OCC(=O)Nc1ccc(F)cc1 (stereo unspecified),?,·
CC(=O)c1ccc(N(CC(=O)NCC2CCCO2)C(=O)CCC(=O)Nc2cc(C)on2)cc1 (stereo unspecified),?,·
CC(=O)Nc1ccc(C(=O)OCCc2ccccc2)cc1,i,·
CN(C)c1ccc(NC(=O)c2cccc(C(=O)Nc3ccc(N(C)C)cc3)n2)cc1,16%,11
N/C(=N\N=C\c1ccc(O)cc1)c1nonc1N,-18%,-13
Cc1ccccc1OCC(=O)NCCNC(=O)c1ccncc1,i,20
COc1cc(CN2CCC(n3nccc3NC(=O)C3CCOC3)CC2)ccc1F (stereo unspecified),i[0.369 µM],-4
C[C@H](NC(=O)[C@@H]1CSC2c3ccccc3C(=O)N21)C(=O)NCCc1ccccc1 (stereo partly specified),i,·
O=C(Cn1ncc2c3ccccc3n(Cc3cccc(Cl)c3)c2c1=O)NCC1CCCO1 (stereo unspecified),?,·
Cc1ccc2nc(NC3=NC(CC(=O)O)C(=O)N3)nc(C)c2c1 (stereo unspecified),?,·
Cc1ccc(C23CC4CC(CC(NC(=O)N5CCN(C)CC5)(C4)C2)C3)cc1,?,·
CCOC(=O)[C@H](O)[C@@H](O)c1cccc([C@H](O)[C@@H](O)C(=O)OCC)c1,?,·
O=c1cc(-c2ccc(O)c(O)c2)oc2c1ccc1ccccc12,?,·
Cc1ccc(N2CCN(S(=O)(=O)c3ccc(Cl)s3)CC2C)cc1 (stereo unspecified),?,·
CN(C)CCN(C(=O)c1ccc(S(=O)(=O)N2CCc3ccccc32)cc1)c1nc2ccc(F)cc2s1,14%,·
COC(=O)c1[nH]c2cccc(OC)c2c1NC(=O)CCN1CCN(c2cccc(Cl)c2)CC1,?,·
Cc1cccc(-c2nnc(SCC#N)n2-c2cccc(Cl)c2)c1,5%,-2
Cc1ccc2c(cnn2C(=O)CCC(=O)NCc2cccc(Br)c2)c1,23%,-5
COCC(=O)N(CCN(C)C)Cc1cc2cc3c(cc2nc1Cl)OCO3,26%,6
CCCN(C(=O)Cc1nc(N)n[nH]1)C1(C(=O)Nc2ccccc2C)CCCCC1,?,·
CCOC(=O)N1CCN(C(=O)CSc2nc3c(cnn3-c3ccccc3)c(=O)[nH]2)CC1,?,·
CCOC(=O)CSc1nc2cccnc2n1C,?,·
COc1cc2c(cc1OC)-c1cc(Nc3ccc(C)cc3)nc(=O)n1CC2,21%,12
COc1ccc(C2CCCN2C(=O)Nc2ccc(Cl)cc2)cc1OC (stereo unspecified),-5%,-6
Cc1cccc(NC(=O)c2ccoc2C)n1,i,12
N#Cc1c(NC(=O)COC(=O)c2ccc(F)cc2)sc2c1CCC2,?,·
Nc1nonc1NC(=O)NN=C1CCCCC1,?,·
O=C(c1ccco1)N1CCN(Cc2nnc(-c3cccc(Cl)c3)o2)CC1,14%,-10
CN(C)c1ccc(C=Nc2ccccc2C(N)=O)cc1,?,·
COc1ccccc1CNC(=O)C1(NC(=O)Nc2ccc(C)cc2)CCCCC1,?,·
CC(C)c1ccc(NC(=O)CSc2n[nH]c(=O)n2-c2ccc3c(c2)OCCO3)cc1,-12%,20
O=C(OCC(=O)c1cccs1)C1=COCCO1,?,·
CCOCCCNC(=O)c1cc2c(s1)-c1ccccc1SC2,?,·
CCCNC(=O)OC[C@H]1O[C@H](CCO/N=C/c2ccc(C(=O)N3[C@H](c4ccc(C)cc4)[C@@H](C)CC[C@H]3C(=O)OC)cc2)C=C[C@@H]1Oc1ccc(OC)cc1,22%,8
O=C(CCN=C1NS(=O)(=O)c2ccccc21)OCC(=O)c1ccc(F)c(F)c1,?,·
CCc1ccc(/C(C)=N/Nc2cc(Cl)nc(C)n2)cc1,?,·
CNc1ccc(Br)cc(C(=O)/C=C/c2cccc(OC)c2OC)c1=O,?,·
COC(=O)c1cc(=O)n(-c2ccccc2)c(=Nc2ccccc2)s1,?,·
O=S(=O)(Nc1cccc(S(=O)(=O)N2CCOCC2)c1)c1ccc(Cl)s1,?,·
CC1C=Cc2ccccc2N1C(=O)c1ccccc1 (stereo unspecified),6%,-14
O=C(NCCC1=CCCCC1)c1ccc(Cl)c(S(=O)(=O)N2CCOCC2)c1,?,·
CC(=O)c1cc2c(cc1NS(=O)(=O)c1ccccc1F)OCO2,?,·
C[C@@H]1CN(C(=O)c2nc3ccc(Cl)cn3c2CN[C@H]2CCCCNC2=O)C[C@H](C)O1,?,·
CC(Cc1ccccc1)C(=O)N(C)Cc1ccccc1 (stereo unspecified),?,·
Cc1ccc(S(=O)(=O)N2CCCC(c3nc(-c4ccc(C)o4)no3)C2)cc1 (stereo unspecified),i,28
COc1ccc(Cn2nnnc2CN2CCN(c3ccc(OC)cc3)CC2)cc1,?,·
CCCCCOc1ccc(C(=O)OCC(=O)Nc2cc(C)on2)cc1,?,·
CCCOc1cccc(C2/C(=C(\O)c3ccc4c(c3)OCCO4)C(=O)C(=O)N2CCCn2ccnc2)c1 (stereo unspecified),i,-9
CN1C(=O)[C@@H]2[C@H](C1=O)[C@@H]1C(=O)Nc3ccccc3C(=O)N1[C@@H]2c1cccc(Br)c1,?,·
CSc1ccc(CCNC(=O)CCc2nnc3ccc(N4CCCC4)nn23)cc1,?,·
O=c1[nH]c(C2CCN(S(=O)(=O)c3ccc4c(c3)OCCO4)CC2)nc2c1nnn2Cc1cccc(F)c1,?,·
Cc1ccc(C(=O)CN2C(=O)NC3(CCc4ccccc43)C2=O)s1 (stereo unspecified),?,·
COC(=O)c1ccc(NC(=O)c2cccc(NC(=O)c3ccco3)c2)cc1,?,·
Cc1ccc(NC(=O)C2CCCN(S(=O)(=O)c3cccnc3)C2)cc1C (stereo unspecified),?,·

Remaining list, next part
Order of values: S3 lipid droplet | S3 lipid droplet cell count max
> COc1ccc(CCn2c(C)cc(C(=O)CN3C(=O)C(=O)N(Cc4ccco4)C3=O)c2C)cc1
 : ? | ·
> CCOC(=O)c1ccc(N2CSC3=C(C#N)C(c4cccs4)CC(=O)N3C2)cc1 (stereo unspecified)
 : 4%[9.22 µM] | 23
> COc1ccc(CN2CCC(n3nccc3NC(=O)C3CCCC3)CC2)cc1
 : ? | ·
> CCc1cc2c(SCc3nc4sc(C(C)=O)c(C)c4c(=O)[nH]3)ncnc2s1
 : ? | ·
> CCn1c(SCC(=O)N2CCN(c3cccc(Cl)c3)CC2)nc2ccccc2c1=O
 : -1% | -6
> CCCCCCCCSc1nnc(/N=C/N(C)C)s1
 : -2% | 4
> CSc1c2c(nc3ncnn13)CCC2
 : ? | ·
> COc1ccc(NC(=O)c2cccc3c(Br)cccc23)cc1
 : ? | ·
> Cc1cc(C(=O)Nc2ccc(C)c(S(=O)(=O)N3CCOCC3)c2)c(C)o1
 : ? | ·
> N/C(CCS(=O)(=O)c1ccc(Cl)cc1)=N\OC(=O)c1ccc(Cl)cc1
 : ? | ·
> CCOc1ccccc1NC(=S)N(CCN(C)C)C(C)c1ccncc1 (stereo unspecified)
 : -5% | -11
> CC(=O)N1CCOc2ccc(S(=O)(=O)NCCc3ccc(C)cc3)cc21
 : i | -87
> CCOC(=O)C(C)(C)Sc1nc2c(cnn2-c2ccc(F)cc2)c(=O)[nH]1
 : -1% | 4
> COc1cccc(N/C(N)=N/c2nc(C(F)(F)F)cc(C(F)(F)F)n2)c1
 : -8%[9.22 µM] | 2
> CC(C)c1cc(C(=O)Nc2cccc(Cl)c2)no1
 : ? | ·
> CC(=O)c1ccc(S(=O)(=O)N(Cc2cc3cc4c(cc3[nH]c2=O)OCCO4)CC2CCCO2)cc1 (stereo unspecified)
 : ? | ·
> CN1CCCC2(CCCN(Cc3nc(Cc4cccc(C(F)(F)F)c4)no3)C2)C1 (stereo unspecified)
 : 11% | 14
> CC(=O)Oc1ccc2c(C)cc(=O)[nH]c2c1
 : 3% | 6
> CCC1CCc2c(n(C)c3ccccc3c2=O)O1 (stereo unspecified)
 : ? | ·
> COc1ccc2nc(NC(=O)CCNC(=O)c3ccco3)sc2c1
 : 8.2µM* | 16*
> COc1cccc(-c2cc(C(=O)N3CCOCC3)no2)c1
 : ? | ·
> COc1ccccc1N1CCN(S(=O)(=O)c2ccc3c(c2)NC(=O)C(C)S3)CC1 (stereo unspecified)
 : i | -16
> COc1ccc(OCC(N)=O)cc1
 : -3% | 7
> COc1ccccc1NC(=O)c1sc2ncn(Cc3cccc(C)c3)c(=O)c2c1C
 : ? | ·
> Cc1nc(N2CCCC2C(=O)O)c2oc3ccccc3c2n1 (stereo unspecified)
 : ? | ·
> CN(C1CCCCC1)S(=O)(=O)CCNC(=O)c1ccccc1
 : ? | ·
> COc1ccc(S(=O)(=O)n2[nH]c(=O)c(CCO)c2C)cc1
 : -28% | -10
> COc1ccccc1N1CCN(C2CCCN(C(=O)CCc3c(C)noc3C)C2)CC1 (stereo unspecified)
 : ? | ·
> CCOc1cc(/C=N/NC(=O)c2cc(-c3ccccc3)nc3ccccc23)ccc1O
 : 9% | 10
> O=C(COC(=O)CNC(=O)c1ccccc1F)Nc1nnc(-c2ccccc2)o1
 : 7% | 11
> COc1ccc(CNC(=O)CSc2nnc(C3CC3)n2C2CC2)cc1
 : ? | ·
> CCOc1ccc(S(=O)(=O)NCCC(=O)N(C)CC(=O)Nc2ccc(N3CCOCC3)cc2)cc1
 : 29% | -2
> CS(=O)(=O)c1ccc2nc(NC(=O)c3ccccc3Br)sc2c1
 : ? | ·
> O=C(NC1CCOc2ccccc21)c1ccc(Cl)nc1 (stereo unspecified)
 : ? | ·
> O=C(O)CCC(=O)N1N=C(c2ccco2)CC1c1cccs1 (stereo unspecified)
 : -9% | -1
> COc1cccc(Nc2nc(=O)[nH]nc2C)c1
 : ? | ·
> O=[N+]([O-])c1cccc(S(=O)(=O)N2CCCCC2c2cccnc2)c1 (stereo unspecified)
 : -21% | 14
> COC(=O)c1[nH]c2cccc(OC)c2c1NC(=O)CCN1CCN(c2ccccc2F)CC1
 : ? | ·
> O=C(Cc1ccccc1)c1c[nH]c(C(=O)NCc2ccncc2)c1
 : ? | ·
> OC(CNC1CCCc2ccccc21)COc1ccc2ccccc2c1 (stereo unspecified)
 : ? | ·
> Cc1ccc(OCCCC(=O)Nc2ccc(S(=O)(=O)Nc3cc(C)on3)cc2)cc1
 : 16% | 2
> COC(=O)c1ccc(N2CCN(C)CC2)c(NC(=O)COc2cccc(C)c2)c1
 : ? | ·
> CCOC(=O)C1CCCN(C(=O)c2ccccc2[N+](=O)[O-])C1 (stereo unspecified)
 : -7% | 0
> Cc1ccc(-n2nc3c(c2NC(=O)c2ccc(F)c(F)c2)CS(=O)(=O)C3)cc1
 : ? | ·
> COc1ccc(CNC(=O)CN2CCN(S(=O)(=O)c3ccccc3)CC2)cc1
 : ? | ·
> COCCn1c(-c2cc(OC)c(OC)c(OC)c2)nc2oc3ccccc3c(=O)c2c1=O
 : i | -6
> NC1=NC(c2ccc(Cl)cc2)N(c2ccc(S(N)(=O)=O)cc2)C(N)=N1 (stereo unspecified)
 : 14% | 10
> CCC(O)(C#CCN1CCCCC1)CC
 : ? | ·
> O=S(Cc1ccc(Cl)cc1)c1ncc(CO)n1Cc1ccccc1 (stereo unspecified)
 : -53%[9.22 µM] | ·

Gathered by group: those above containing a nitro group on carbon
Order of values: S3 lipid droplet | S3 lipid droplet cell count max
> Cc1cccc(N/C=C(\[N+](=O)[O-])S(=O)(=O)c2ccccc2)c1C
 : ? | ·
> Cc1ccc(C)c(OCc2ccc(C(=O)Nc3ccc([N+](=O)[O-])cn3)o2)c1
 : ? | ·
> COc1cc(/C=C(\NC(=O)c2ccccc2)C(=O)NCCO)c([N+](=O)[O-])cc1OC
 : 5% | 8
> O=[N+]([O-])c1cccc(S(=O)(=O)N2CCCCC2c2cccnc2)c1 (stereo unspecified)
 : -21% | 14
> CCOC(=O)C1CCCN(C(=O)c2ccccc2[N+](=O)[O-])C1 (stereo unspecified)
 : -7% | 0

Only part of the results is shown (hit frequency here may not be typical).
